Source: PubChem
Anesthetic bind: candidate novel general anesthetic via apoferritin binding | P02791 | apoferritin/1-aminoanthracene competitive binding, fluorescence | Potency, µM (titrated, usually from 77.5 µM), for the others: top-dose activity change, negative = displacement, most hits filed as inhibitors | 0.074% of 350,000 active; further: potency means the concentration at half of the fitted maximal effect; on the % scale 0 is the no-effect control and ±100 the full control effect; nearly all actives have a fitted effect of over 20% in size
Target sequence (P02791 2-175 limits assumed): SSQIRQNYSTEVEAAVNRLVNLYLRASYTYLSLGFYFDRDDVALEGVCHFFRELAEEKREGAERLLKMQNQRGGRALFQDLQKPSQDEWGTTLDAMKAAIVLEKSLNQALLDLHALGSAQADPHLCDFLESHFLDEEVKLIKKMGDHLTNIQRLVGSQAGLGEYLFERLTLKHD
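Steps: apoferritin (10 uM) was premixed with half-saturated 1-AMA in PBS, compounds were pin-transferred, plates stood 10 min at room temperature, fluorescence was read at 380/535 nm, and curves were fitted with a Hill equation.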
D1 ag: agonists of human D1 dopamine receptor; activation, % at 2 µM; 1% of 360,000 active; AID 504660; HEK293 T-REx D1 cells, calcium flux, agonist mode; in the data active means activation above about 30%; further: 0% is about no effect
Target sequence (P21728 whole entry, looked up): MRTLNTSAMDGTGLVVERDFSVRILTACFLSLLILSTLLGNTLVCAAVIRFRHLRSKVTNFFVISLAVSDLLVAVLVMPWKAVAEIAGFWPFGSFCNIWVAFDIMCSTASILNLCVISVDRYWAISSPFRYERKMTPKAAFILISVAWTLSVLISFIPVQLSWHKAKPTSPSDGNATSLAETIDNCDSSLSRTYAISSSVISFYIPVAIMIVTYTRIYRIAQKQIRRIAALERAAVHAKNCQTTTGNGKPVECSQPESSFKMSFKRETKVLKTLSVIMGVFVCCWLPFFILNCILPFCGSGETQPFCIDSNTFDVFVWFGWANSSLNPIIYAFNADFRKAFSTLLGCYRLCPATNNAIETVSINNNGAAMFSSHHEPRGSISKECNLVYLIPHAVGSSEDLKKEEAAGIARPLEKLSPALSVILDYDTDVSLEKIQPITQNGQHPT
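Inducible HEK293 T-REx D1 cells, force-coupled to calcium signalling, were plated at 4000 cells/well with tetracycline and held overnight at 30 C. After no-wash calcium dye loading, compound-evoked calcium rise over 180 s flagged agonists.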
RXFP1 antagonist: RXFP1 (human) relaxin receptor antagonism. HEK293-RXFP1, relaxin-stimulated cAMP HTRF, 30 min; stronger effect = lower value. AID 1259400. activity change, negative = inhibition, % at 57.5 µM. 0.59% of 350,000 active. Q9HBX9;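 active means activity change of -60% or lower, but not beyond a set lower limit; inconclusive means change between -60% and -40%, or beyond the set limit; inactive means change above -40%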; further: on the % scale 0 is the no-effect control and ±100 the full control effect
TRHR ag: TRH receptor (human) agonism. P34981. TRHR cells, calcium flux fluo-8, FDSS agonist mode. activation, % at 2 µM. 0.18% of 360,000 active. AID 493084; in the data active means activation above about 30%; further: 0% is about no effect
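Agonist-mode FDSS calcium read (Ex 480/Em 530, 1 s cycles) in 1536-well TRHR cells with fluo-8 dye, after 10-cycle baseline and 23 nL compound addition; TRH at EC20 (10 nM final) added afterwards for the enhancer phase.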
RXFP1 ag: agonists of human relaxin receptor RXFP1 | 0.3% of 370,000 active | Potency, µM (top dose mostly 57.5 µM), for inactives: at the highest dose activation, most hits filed as activators | HEK293T-RXFP1 cAMP TR-FRET, 30 min; response scale: percent of porcine relaxin response, buffer zero | Q9HBX9; further: potency means the concentration at half of the fitted maximal effect; on the % scale 0 is the no-effect control and ±100 the full control effect; nearly all actives have a fitted effect of over 60% in size; many of its hits are not listed in these tables
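cAMP rise read by TR-FRET after 30 min, 37C compound exposure (up to 58 uM) in RXFP1-transfected HEK293 cells with Ro 20174 present. EC50 from Hill-equation fits, with 29 nM porcine relaxin as 100% and buffer as basal.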
TRHR enhancer: allosterically enhances the human TRH receptor | 0.66% of 360,000 active | enhancement, % at 2 µM | TRHR cells, fluo-8 calcium fluorescence, EC20 TRH enhancement | P34981 | AID 493056; in the data active means enhancement above about 30%; further: 0% is about no effect
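Enhancer read-out: after compound pinning and an initial kinetic agonist-mode read, an EC20 of TRH (10 nM final) was injected and fluo-8 calcium signal (Ex 480/Em 530) followed at 1 s/cycle for 100 cycles in TRHR-expressing cells.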
D2 PAM: positive allosteric modulators of human D2 dopamine receptor; P14416; HEK293 T-REx D2, calcium flux, EC20 dopamine potentiation; potentiation, % at 10 µM; 0.34% of 340,000 active;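 active means potentiation over 3 SD above the plate norm, cut at about 30% in these data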; further: 0% is about no effect
Target sequence (P14416 whole entry, looked up): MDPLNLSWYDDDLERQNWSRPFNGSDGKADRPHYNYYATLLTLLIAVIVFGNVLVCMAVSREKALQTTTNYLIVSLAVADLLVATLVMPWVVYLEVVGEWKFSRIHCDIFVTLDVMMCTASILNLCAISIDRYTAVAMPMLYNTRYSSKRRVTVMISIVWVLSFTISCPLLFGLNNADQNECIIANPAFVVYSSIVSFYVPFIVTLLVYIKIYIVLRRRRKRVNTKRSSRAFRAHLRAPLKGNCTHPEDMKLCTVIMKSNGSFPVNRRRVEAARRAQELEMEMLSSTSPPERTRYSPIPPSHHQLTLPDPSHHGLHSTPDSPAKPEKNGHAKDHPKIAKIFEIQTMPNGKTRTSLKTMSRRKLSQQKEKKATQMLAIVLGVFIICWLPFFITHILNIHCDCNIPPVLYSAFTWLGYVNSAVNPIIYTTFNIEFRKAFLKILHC
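Primary screen. Calcium kinetics in induced HEK293 T-REx D2 cells: compound pre-addition 180 s, EC20 dopamine, 180 s more.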
D1 PAM: human D1 dopamine receptor positive modulation. P21728. HEK293 TREx D1 cells, calcium flux, dopamine EC20 potentiation. potentiation, % at 10 µM. 0.036% of 360,000 active. AID 504651; in the data active means potentiation above about 30%; further: 0% is about no effect
D1 antagonist: human D1 dopamine receptor antagonism. activity change, negative = inhibition, % at 10 µM. HEK293 TREx D1 cells, calcium flux, dopamine EC80; stronger effect = lower value. 3.2% of 360,000 active. AID 504652; in the data active means activity change below about -30%; further: on the % scale 0 is the no-effect control and ±100 the full control effect
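HEK293 T-REx cells expressing inducible, force-coupled D1 receptor; no-wash Ca dye, 30–90 min RT. Cmpd → 180 s read at 1 Hz → EC80 DA → 180 s read.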
An asterisk follows results filed as active; [ ] = dose if it differs, or a comment. Unless noted, the call rests on the fitted dose curve; in most records, active means well fitted curve in the direction sought with a large enough effect; inconclusive means small, poorly fitted or top-dose-only effect, or another doubt; inactive means no such curve, though single readings can be large; an effect the other way counts as inactive or inconclusive.

Results for CCc1cc(OCCCCNCc2ccccc2)ccc1Cl ?
Anesthetic bind: inconclusive; D1 ag: 51*; RXFP1 antagonist: inconclusive; TRHR ag: -0.4; RXFP1 ag: 2.2%; TRHR enhancer: -5; D2 PAM: -10; D1 PAM: 9; D1 antagonist: -1

What do the screens show for `Cc1cc(N2CCN(C)CC2)nc2ccc(NC(=O)Nc3cccc(Cl)c3)cc12`?
Anesthetic bind: 65%[activator]; D1 ag: 16; RXFP1 antagonist: inconclusive; TRHR ag: 1.6; RXFP1 ag: -1.0%; TRHR enhancer: -15; D2 PAM: 1; D1 PAM: -8; D1 antagonist: -13

Results for COc1ccc(N2CCN(c3oc(-c4ccccc4C)nc3S(=O)(=O)c3ccccc3)CC2)cc1 ?
Anesthetic bind: 64%[activator]; D1 ag: -1; RXFP1 antagonist: -2; TRHR ag: -0.4; RXFP1 ag: 0.8%; TRHR enhancer: 8; D2 PAM: -16; D1 PAM: -1; D1 antagonist: 1

What do the screens show for `O=C(O)C1CSC(c2ccc(O)c([N+](=O)[O-])c2)N1` (centres undefined)?
Anesthetic bind: -3%; D1 ag: 0; RXFP1 antagonist: -9; TRHR ag: -0.7; RXFP1 ag: -0.8%; TRHR enhancer: 4; D2 PAM: -1; D1 PAM: 1; D1 antagonist: -3

Results for Cc1ccc(S(=O)(=O)N(C)/N=C2/C(=O)N(CC(=O)O)c3ccccc32)cc1 ?
Anesthetic bind: 0%; D1 ag: 3; RXFP1 antagonist: -8; TRHR ag: -0.5; RXFP1 ag: 0.5%; TRHR enhancer: 0; D2 PAM: 5; D1 PAM: -1; D1 antagonist: 0

Results for COCCN(C(=S)Nc1c(C)cccc1C)C(C)c1cccs1 (centres undefined) ?
Anesthetic bind: -8%; D1 ag: -1; RXFP1 antagonist: -10; TRHR ag: 3.2; RXFP1 ag: 1.3%; TRHR enhancer: 4; D2 PAM: 2; D1 PAM: 2; D1 antagonist: -1

How did CCCCn1c(N)c(N2CCOCC2)c(=O)n(CC(=O)NCCc2ccccc2)c1=O do in these assays?
Anesthetic bind: -2%; D1 ag: 3; RXFP1 antagonist: -15; TRHR ag: -0.6; RXFP1 ag: 3.2%; TRHR enhancer: -2; D2 PAM: -10; D1 PAM: -5; D1 antagonist: -2

What do the screens show for `COc1cccc(/C=N/NC(=O)c2cccc3ccccc23)c1`?
Anesthetic bind: -13%; D1 ag: -1; RXFP1 antagonist: 10; TRHR ag: -1.1; RXFP1 ag: -0.8%; TRHR enhancer: -10; D2 PAM: -2; D1 PAM: 0; D1 antagonist: 10

What do the screens show for `Cc1ccc(S(=O)(=O)N2CCN(C(=O)Cc3ccccc3)CC2)cc1C`?
D1 ag: 0; RXFP1 antagonist: -8; TRHR ag: -0.9; RXFP1 ag: 2.2%; TRHR enhancer: -5; D1 PAM: -6; D1 antagonist: -4

What do the screens show for `CC(C)CN(C(=O)CN1CCN(c2ccc(F)cc2)CC1)c1c(N)n(CC(C)C)c(=O)[nH]c1=O`?
Anesthetic bind: 15%; D1 ag: 5; RXFP1 antagonist: 2; TRHR ag: -1.3; RXFP1 ag: -0.2%; TRHR enhancer: -4; D1 PAM: -4; D1 antagonist: 14

Overlap with the part before: four compounds; new compounds follow.
How did CCCCn1c(N)c(N2CCOCC2)c(=O)n(CC(=O)NCCc2ccccc2)c1=O do in these assays?
Anesthetic bind: -2%; D1 ag: 3; RXFP1 antagonist: -15; TRHR ag: -0.6; RXFP1 ag: 3.2%; TRHR enhancer: -2; D2 PAM: -10; D1 PAM: -5; D1 antagonist: -2

What do the screens show for `COc1cccc(/C=N/NC(=O)c2cccc3ccccc23)c1`?
Anesthetic bind: -13%; D1 ag: -1; RXFP1 antagonist: 10; TRHR ag: -1.1; RXFP1 ag: -0.8%; TRHR enhancer: -10; D2 PAM: -2; D1 PAM: 0; D1 antagonist: 10

What do the screens show for `Cc1ccc(S(=O)(=O)N2CCN(C(=O)Cc3ccccc3)CC2)cc1C`?
D1 ag: 0; RXFP1 antagonist: -8; TRHR ag: -0.9; RXFP1 ag: 2.2%; TRHR enhancer: -5; D1 PAM: -6; D1 antagonist: -4

What do the screens show for `CC(C)CN(C(=O)CN1CCN(c2ccc(F)cc2)CC1)c1c(N)n(CC(C)C)c(=O)[nH]c1=O`?
Anesthetic bind: 15%; D1 ag: 5; RXFP1 antagonist: 2; TRHR ag: -1.3; RXFP1 ag: -0.2%; TRHR enhancer: -4; D1 PAM: -4; D1 antagonist: 14

What do the screens show for `Cc1ccc2c(c1)N(C(=O)CCC(=O)N1CCCCC1)CCO2`?
Anesthetic bind: -18%; D1 ag: -1; RXFP1 antagonist: 4; TRHR ag: -0.2; RXFP1 ag: 1.0%; TRHR enhancer: -2; D2 PAM: -7; D1 PAM: 4; D1 antagonist: -25

Results for Cc1cc2c(cc1S(=O)(=O)Nc1ccc(F)cc1)n(C)c(=O)c(=O)n2C ?
Anesthetic bind: -18%; D1 ag: 2; RXFP1 antagonist: -4; TRHR ag: -0.2; RXFP1 ag: 5.7%; TRHR enhancer: 1; D2 PAM: 13; D1 PAM: -1; D1 antagonist: -5

How did Oc1cccc(/C=N/Nc2ccc(Cl)nn2)c1 do in these assays?
Anesthetic bind: 5%; D1 ag: 1; RXFP1 antagonist: -9; TRHR ag: -0.4; RXFP1 ag: -3.6%; TRHR enhancer: 8; D2 PAM: 16; D1 PAM: 2; D1 antagonist: -5

Results for Cc1c(CCNC(=O)c2ccc(Br)o2)sc2nc(-c3ccc(Cl)cc3)nn12 ?
Anesthetic bind: -4%; D1 ag: 3; RXFP1 antagonist: inconclusive; TRHR ag: 0.3; RXFP1 ag: 0.9%; TRHR enhancer: -1; D2 PAM: 1; D1 PAM: -3

What do the screens show for `CCOC(=O)c1c(NC(=O)CSc2nnc(CNc3ccc(F)cc3)o2)sc(C(C)=O)c1C`?
Anesthetic bind: inconclusive; D1 ag: 0; RXFP1 antagonist: -13; TRHR ag: 0.0; RXFP1 ag: 8.8%; TRHR enhancer: -1; D2 PAM: -7; D1 PAM: -2; D1 antagonist: -5

How did CCN(CCCNC(=O)CC(C(=O)N1CCc2ccccc21)n1ccnc1)c1ccccc1 (centres undefined) do in these assays?
Anesthetic bind: -19%; D1 ag: 0; RXFP1 antagonist: -4; TRHR ag: 1.2; RXFP1 ag: 1.6%; TRHR enhancer: -19; D2 PAM: 4; D1 PAM: 2; D1 antagonist: 6

How did O=C(Nc1cccc(S(=O)(=O)Nc2ccc(Cl)cc2)c1)c1ccc2c(c1)OCCO2 do in these assays?
Anesthetic bind: 4%; D1 ag: 3; RXFP1 antagonist: -22; TRHR ag: 0.9; RXFP1 ag: 2.3%; TRHR enhancer: 1; D2 PAM: 14; D1 PAM: 1; D1 antagonist: -13

How did O=S(=O)(CCc1nc2ccccc2o1)c1ccc(Cl)cc1 do in these assays?
Anesthetic bind: 3%; D1 ag: 1; RXFP1 antagonist: -8; TRHR ag: -0.8; RXFP1 ag: 1.3%; TRHR enhancer: 5; D2 PAM: 5; D1 PAM: 0; D1 antagonist: -15

Results for Cc1[nH]c(C)c2c(=O)n(-c3ccccc3)ncc12 ?
Anesthetic bind: 2%; D1 ag: 3; RXFP1 antagonist: -3; TRHR ag: -0.3; RXFP1 ag: 0.1%; TRHR enhancer: 10; D2 PAM: -1; D1 antagonist: 10

Results for COc1cc(C2C3=C(CC(C)(C)CC3=O)OC3=C2C(=O)CC(C)(C)C3)cc([N+](=O)[O-])c1O ?
Anesthetic bind: -14%; D1 ag: 0; RXFP1 antagonist: -17; TRHR ag: -1.8; RXFP1 ag: -1.1%; TRHR enhancer: -4; D2 PAM: -5; D1 PAM: 1; D1 antagonist: -11

How did Cc1cc(NC(=O)CSc2nc(N)c(NC(=O)c3ccccc3F)c(=O)[nH]2)no1 do in these assays?
Anesthetic bind: -4%; D1 ag: 3; RXFP1 antagonist: -4; TRHR ag: 0.2; RXFP1 ag: 1.6%; TRHR enhancer: 1; D2 PAM: 4; D1 PAM: -2; D1 antagonist: -10

Results for Cc1nc2ccc(C(=O)N3CCSCC3)cc2s1 ?
Anesthetic bind: -1%; D1 ag: 1; RXFP1 antagonist: -5; TRHR ag: -0.5; RXFP1 ag: 0.9%; TRHR enhancer: 9; D2 PAM: -7; D1 PAM: -2; D1 antagonist: 2

How did O=C(CSc1ncccc1C(=O)O)c1cccc(C(F)(F)F)c1 do in these assays?
Anesthetic bind: inconclusive; D1 ag: 1; RXFP1 antagonist: -5; TRHR ag: 0.4; RXFP1 ag: 0.3%; TRHR enhancer: 7; D2 PAM: -2; D1 PAM: 1; D1 antagonist: -7

How did COc1ccc(C(=O)N2CCCN(C)CC2)cc1S(=O)(=O)N1CCCc2ccccc21 do in these assays?
Anesthetic bind: 0%; D1 ag: 3; RXFP1 antagonist: 0; TRHR ag: 0.0; RXFP1 ag: 0.4%; TRHR enhancer: -2; D2 PAM: -10; D1 PAM: 3; D1 antagonist: 15

How did O=C(CO/N=C/c1ccc(OC(F)F)cc1)N1CCc2ccccc21 do in these assays?
Anesthetic bind: -10%; D1 ag: 2; RXFP1 antagonist: -6; TRHR ag: -0.2; RXFP1 ag: -0.5%; TRHR enhancer: -1; D2 PAM: -10; D1 PAM: 2; D1 antagonist: -4

How did CCCC(=O)NCc1cc(-c2nn(C)c(=O)c3ccccc23)ccc1OC do in these assays?
Anesthetic bind: -4%; D1 ag: -1; RXFP1 antagonist: -11; TRHR ag: 0.3; RXFP1 ag: 7.5%; TRHR enhancer: 6; D1 PAM: -3

How did COC(=O)c1ccc2c(c1O)C(=O)c1ccccc1C2=O do in these assays?
Anesthetic bind: -21%; D1 ag: 1; RXFP1 antagonist: 2; TRHR ag: -1.2; RXFP1 ag: 0.6%; TRHR enhancer: 17; D2 PAM: 0; D1 PAM: -1; D1 antagonist: 9

What do the screens show for `CCCCc1cc2c(cc1NC(=O)CN1CCCCC1)OCCO2`?
Anesthetic bind: 3%; D1 ag: 0; RXFP1 antagonist: -8; TRHR ag: -1.0; RXFP1 ag: -0.4%; TRHR enhancer: -6; D2 PAM: -17; D1 PAM: 4; D1 antagonist: -7

Results for Cc1cc(C)n(-c2nc(NCCC(C)C)c3c4c(sc3n2)COC(C)(C)C4)n1 ?
Anesthetic bind: -9%; D1 ag: 0; RXFP1 antagonist: 1; TRHR ag: 0.2; RXFP1 ag: 1.3%; TRHR enhancer: 2; D2 PAM: -1; D1 PAM: 4; D1 antagonist: -4

Not all compounds are listed (hit frequency here may not be typical).
